CDK5 p35 inh – inhibitors of human CDK5/p35 kinase; Recombinant CDK5/p35, ADP-Glo luminescence, 60 min; inhibition, % at 10 µM; hit rate 0.01% among 330,000;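 active = highest replicate inhibition of at least 50% and at least 75% of replicates reaching 50%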;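 also: plate controls were DMSO neutral control for no effect and GW8510 at 10 µM for full effect; many of its hits are not listed in these tables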
Mot1-301 SUMO – inhibitors of SUMOylation pathway: yeast Mot1-301 growth rescue. S. cerevisiae Mot1-301 growth rescue, ATP luminescence, 38.5C; percent above DMSO median, 100 means doubled. growth rescue, % at 18.8 µM. hit rate 1% among 320,000. AID 2716;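 active = every valid replicate shows activation above 250% relative to neutral control wells; inactive = the rest, any valid replicate at or below 250%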;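 also: OY570 slx delta 5 strain wells were the positive control but not used for scaling; some compounds called inactive have numbers as strong as hits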
DAGLB inh – diacylglycerol lipase beta (human) inhibition; Q8NCG7; HEK293T DAGLB membrane lysate, EnzChek fluorogenic substrate; inhibition, % at 5.17 µM; hit rate 0.059% among 340,000; AID 504411; in the data active = inhibition above about 34%;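 also: 0% = enzyme with vehicle and 100% = wells lacking enzyme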
Target sequence (Q8NCG7 whole entry, looked up): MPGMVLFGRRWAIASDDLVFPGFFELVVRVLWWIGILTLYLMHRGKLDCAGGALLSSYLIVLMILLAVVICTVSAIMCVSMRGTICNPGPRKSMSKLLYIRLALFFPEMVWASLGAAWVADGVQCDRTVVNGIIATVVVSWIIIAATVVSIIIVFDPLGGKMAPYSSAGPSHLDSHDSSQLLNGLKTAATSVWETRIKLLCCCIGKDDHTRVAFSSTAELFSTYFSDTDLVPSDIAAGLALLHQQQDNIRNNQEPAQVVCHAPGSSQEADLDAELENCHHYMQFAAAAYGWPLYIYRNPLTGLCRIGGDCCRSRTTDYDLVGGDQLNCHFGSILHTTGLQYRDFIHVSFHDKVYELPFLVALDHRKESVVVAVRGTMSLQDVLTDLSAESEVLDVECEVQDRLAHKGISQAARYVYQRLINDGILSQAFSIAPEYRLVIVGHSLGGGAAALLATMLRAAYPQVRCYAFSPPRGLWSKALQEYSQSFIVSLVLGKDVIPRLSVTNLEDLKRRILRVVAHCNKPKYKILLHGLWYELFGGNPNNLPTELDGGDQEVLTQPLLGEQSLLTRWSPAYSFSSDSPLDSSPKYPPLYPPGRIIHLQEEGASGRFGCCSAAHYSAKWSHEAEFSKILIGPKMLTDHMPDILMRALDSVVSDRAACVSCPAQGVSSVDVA
AddAB inh – less growth of phage-infected E. coli with AddAB; inhibition, % at 11.9 µM; hit rate 0.29% among 330,000; E. coli expressing H. pylori AddAB, absorbance growth; in the data active = inhibition above about 12%;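 also: 0% = vehicle wells of infected cells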
PKA-R2B act – PKA-R2B complex activation; activation, % at 11.4 µM; P22694+P31323; PKA-R2B holoenzyme dissociation, Cy5-IP20 fluorescence polarization; R2B truncated from residue 108, S112A mutant; 0% DMSO only, 100% 113 µM cGMP; hit rate 0.079% among 340,000;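 active = activation above a cutoff set at the mean over all compounds plus 3 SD, cut at about 18% in these data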;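 also: higher means more holoenzyme dissociation and a rise in polarization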
Target sequence (P31323 whole entry, looked up, other chains not shown, the tested form may be a part): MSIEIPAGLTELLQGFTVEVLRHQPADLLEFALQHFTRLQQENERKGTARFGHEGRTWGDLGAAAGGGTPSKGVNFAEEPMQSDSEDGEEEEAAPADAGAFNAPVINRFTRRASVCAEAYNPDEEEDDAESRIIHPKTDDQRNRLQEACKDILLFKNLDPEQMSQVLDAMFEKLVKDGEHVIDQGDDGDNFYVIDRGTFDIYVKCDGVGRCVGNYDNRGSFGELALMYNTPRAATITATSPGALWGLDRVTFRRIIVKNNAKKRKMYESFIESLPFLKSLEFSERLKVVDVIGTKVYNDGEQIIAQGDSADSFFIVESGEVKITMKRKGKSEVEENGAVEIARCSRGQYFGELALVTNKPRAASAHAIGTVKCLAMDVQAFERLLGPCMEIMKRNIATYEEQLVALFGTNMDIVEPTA
Tat export inh – blocks Tat-dependent protein export in E. coli; E. coli MC4100 TorA-mCherry Tat export, fluorescence; inhibition, % at 10 µM; hit rate 0.036% among 340,000;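 active = mean replicate inhibition at least 50% and at least half of replicates individually reaching 50%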;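 also: exported cargo escapes ClpAP degradation while cytoplasmic cargo is degraded and loses fluorescence; 0% = median of neutral control wells and 100% = median of NaSCN control wells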
phage Ecoli inh – E. coli growth loss with phage present; growth absorbance; inhibition, % at 11.9 µM; hit rate 0.26% among 360,000; in the data active = inhibition above about 11%
PKA-R1A activ – activators of PKA-R1A complex. P00514+P68181. PKA-R1A dissociation, Cy5-IP20 fluorescence polarization; scaled: DMSO 0%, 113 µM cGMP 100%. activation, % at 11.4 µM. hit rate 0.083% among 340,000. AID 504707;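 active = percent activation above the mean of all tested compounds plus 3 SD, cut at about 19% in these data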;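 also: higher means more PKAc released from R1A so a rise in polarization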
Ecoli viability – counter-screen for AddAB inhibitors: E. coli growth inhibition | E. coli V3065 growth, OD600 absorbance, 18 h | inhibition, % at 11.9 µM | hit rate 0.27% among 330,000 | AID 449728;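 active = inhibition above the campaign's mean inhibition across all tested compounds plus 3 SD, cut at about 9.9% in these data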;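 also: uninfected addAB+ strain grown without phage in ampicillin broth; 0% = DMSO wells and 100% = ciprofloxacin 0.95 µg/ml wells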
* hit, by the source's call.

What do the screens show for `Cc1ccc(C2C(C#N)=C(N)Oc3c2sc2ccccc32)o1` (centres undefined)?
Mot1-301 SUMO: -2; AddAB inh: 3.7; Ecoli viability: -2.2

Results for COc1ccc(NC(=O)CSc2nc3ccccc3c(=O)n2Cc2cccs2)c(OC)c1 ?
Mot1-301 SUMO: -3; AddAB inh: 0.8; Ecoli viability: -1.4

What do the screens show for `COC(=O)C1=C(C(=O)OC)[C@@H]2N(C)c3ccc(OC)cc3[C@@]23C[C@@H](C(=O)OC)N(C(=O)c2cc(C)oc2C)C3=N1`?
Mot1-301 SUMO: 19; AddAB inh: 0.4; Ecoli viability: -1.0

How did COc1ccc(CNc2ccc3c(c2)CCC3)cc1OC do in these assays?
Mot1-301 SUMO: -2; AddAB inh: 0.1; Ecoli viability: -1.8

Results for O=C1N/C(=C\c2nc3ccccc3s2)c2ccccc21 ?
Mot1-301 SUMO: 354*; AddAB inh: 0.3; Ecoli viability: 1.7

How did C#CCOCCOCCOCCNc1nc(N2CCN(C(=O)CCCCCCCCCCNC(=O)[C@H](CCCN=C(N)N)n3cc(C[C@@H](C)CC)nn3)CC2)nc(N2CCN(C(=O)CCCCCCCCCCNC(=O)[C@@H]([C@H](C)CC)n3cc(CCCCCN)nn3)CC2)n1 do in these assays?
Mot1-301 SUMO: -16; AddAB inh: 4.6; Ecoli viability: 7.4

What do the screens show for `COc1ccccc1C(=O)Nc1cc2c(ccc3ccccc32)oc1=O`?
Mot1-301 SUMO: 24; AddAB inh: 1.1; Ecoli viability: -1.8

What do the screens show for `CC1(C)NC(=O)N(CC(=O)Nc2cc(S(=O)(=O)N3CCOCC3)ccc2N2CCOCC2)C1=O`?
Mot1-301 SUMO: -4; AddAB inh: 0.3; Ecoli viability: -0.6

Results for C=CC[C@@H]1C=C(C)C[C@H](C)C[C@H](OC)[C@H]2O[C@@](O)(C(=O)C(=O)N3CCCC[C@H]3C(=O)O[C@H](/C(C)=C/[C@@H]3CC[C@@H](O)[C@H](OC)C3)[C@H](C)[C@@H](O)CC1=O)[C@H](C)C[C@@H]2OC ?
Mot1-301 SUMO: 57; AddAB inh: 0.3; Ecoli viability: -2.2

Results for O=c1cc(-c2ccc(F)cc2F)[nH]c2ccccc12 ?
Mot1-301 SUMO: -7; AddAB inh: 2.3; Ecoli viability: 2.2

What do the screens show for `CCCCN1/C(=C/c2ccc3ccccc3[n+]2CC)Sc2ccccc21`?
CDK5 p35 inh: 0.7; Tat export inh: 3

What do the screens show for `COC1=C(N)C(=O)c2nc(-c3nc(C(=O)O)c(C)c(-c4ccc(OC)c(OC)c4O)c3N)ccc2C1=O`?
Mot1-301 SUMO: 16; AddAB inh: -2.4; Tat export inh: 9; Ecoli viability: 2.4

How did CC(C)CCNC(=O)[C@H](CC(C)C)NC(=O)[C@H]1O[C@@H]1C(=O)O do in these assays?
Mot1-301 SUMO: 154; AddAB inh: -0.5; Tat export inh: 0; Ecoli viability: 2.5

What do the screens show for `COc1cc2c(cc1[N+](=O)[O-])-c1ccc([N+](=O)[O-])cc1C2=NNC(N)=S`?
DAGLB inh: 7; PKA-R2B act: 0; PKA-R1A activ: 2

What do the screens show for `NC(=S)NN=C1CSSC1`?
DAGLB inh: -5; PKA-R2B act: 4; PKA-R1A activ: 3

Results for COc1cc2c(cc1OC)C(=O)C(Br)CC2 (centres undefined) ?
DAGLB inh: -10; PKA-R2B act: -8; PKA-R1A activ: 7

How did C[C@@H]1CCCCO[C@@H](CN(C)CC2CC2)[C@@H](C)CN([C@H](C)CO)C(=O)c2cc(N(C)C)ccc2O1 do in these assays?
DAGLB inh: 3; PKA-R2B act: -4; PKA-R1A activ: -2

What do the screens show for `O=C(O)c1ccc(-n2ncc(Cl)c(Cl)c2=O)cc1`?
DAGLB inh: -11; PKA-R2B act: -5; PKA-R1A activ: -4

Results for Cc1nnc(SCc2nc3sc4c(c3c(=O)[nH]2)CCCC4)n(N)c1=O ?
AddAB inh: 1.8; phage Ecoli inh: -2.3; Ecoli viability: -0.4

How did CC(C)N(C(=O)Nc1ccc2nsnc2c1)C(C)C do in these assays?
AddAB inh: -0.2; phage Ecoli inh: 1.4; Ecoli viability: 0.7

Results for CCNc1nc(NCC)nc(Oc2ccc(OCc3ccccc3)nn2)n1 ?
AddAB inh: 0.6; phage Ecoli inh: 1.6; Ecoli viability: -0.9

Results for COc1cc(-c2cc(C(=O)NN3CCN(C)CC3)c3ccccc3n2)cc(OC)c1OC ?
AddAB inh: -0.6; phage Ecoli inh: 0.9; Ecoli viability: 0.2

What do the screens show for `Cc1ccc(C)n1-c1cc([N+](=O)[O-])ccc1-n1ccnc1`?
Mot1-301 SUMO: 551; AddAB inh: 3.8; phage Ecoli inh: 3.6; Ecoli viability: 2.3

How did Cc1cc(C)nc(SCc2cn3c(C)cccc3n2)n1 do in these assays?
Mot1-301 SUMO: 3; AddAB inh: 2.2; phage Ecoli inh: 2.8; Ecoli viability: 3.6

Results for O=C(NC1CCCCC1)OCCN1CCN(Cc2ccccc2)CCC1=O ?
Mot1-301 SUMO: -4; AddAB inh: 1.8; phage Ecoli inh: 3.0; Ecoli viability: -1.9

How did COc1ccc(/C=N/NC(=O)c2ccn[nH]2)cc1Cn1nc(C)c([N+](=O)[O-])c1C do in these assays?
Mot1-301 SUMO: -5; AddAB inh: 0.3; phage Ecoli inh: 1.2; Ecoli viability: 1.9

Results for Cc1ccc(NCC(=O)N/N=C\c2ccc[nH]2)cc1 ?
Mot1-301 SUMO: 6; AddAB inh: -0.3; phage Ecoli inh: -1.0; Ecoli viability: -1.5

What do the screens show for `Cc1ccc(S(=O)(=O)N(C)C)cc1NC(=O)Nc1ccccc1F`?
Mot1-301 SUMO: 19; AddAB inh: 0.3; phage Ecoli inh: 1.0; Ecoli viability: 0.0

What do the screens show for `FC(F)(F)c1ccc(CN2C[C@@H]3C(c4ccc(Cl)nc4)C4(c5cccnc5)CC3(C4)[C@H]2c2ccccc2)cc1` (some centres undefined)?
Mot1-301 SUMO: -11; AddAB inh: 2.3; phage Ecoli inh: 2.5; Ecoli viability: -0.2

Results for COc1ccc(F)cc1CN1CCN(c2ncnc3scc(-c4ccccc4)c23)CC1 ?
Mot1-301 SUMO: 298; AddAB inh: -0.2; phage Ecoli inh: -0.2; Ecoli viability: 0.3

How did O=C(NCc1ccc2c(c1)OCO2)Nc1ccc2ccccc2c1 do in these assays?
Mot1-301 SUMO: 9; AddAB inh: -0.9; phage Ecoli inh: 4.1; Ecoli viability: 1.8

Results for CC(C)CC(=O)N=C1SC2CS(=O)(=O)CC2N1Cc1ccccc1Cl (centres undefined) ?
Mot1-301 SUMO: 5; AddAB inh: -0.3; phage Ecoli inh: 0.8; Ecoli viability: 0.3

What do the screens show for `Cn1c(SCC(=O)Nc2ccc3nc(SCC(=O)N4CCCC4)sc3c2)nnc1-c1ccccc1`?
Mot1-301 SUMO: 154; AddAB inh: 1.3; phage Ecoli inh: 1.4; Ecoli viability: -0.1

What do the screens show for `COc1ccccc1NC(=O)C1CC(C(C)C)OC1=O` (centres undefined)?
Mot1-301 SUMO: 7; AddAB inh: -1.3; phage Ecoli inh: 1.2; Ecoli viability: -0.9

What do the screens show for `CC1CCCC(NC(=O)c2cn(C)c3ccc(S(=O)(=O)N4CCCC4)cc3c2=O)C1C` (centres undefined)?
Mot1-301 SUMO: 30; AddAB inh: 0.5; phage Ecoli inh: 2.0; Ecoli viability: 1.2

What do the screens show for `Oc1c(C=Nc2cccc3nsnc23)ccc2ccccc12`?
Mot1-301 SUMO: -37; AddAB inh: 0.5; phage Ecoli inh: 2.3; Ecoli viability: -1.2

What do the screens show for `CC1CCN(C(=O)c2ccc3c(c2)NC(=O)CN3)CC1`?
Mot1-301 SUMO: 83; AddAB inh: 2.6; phage Ecoli inh: 0.0; Ecoli viability: -1.8

How did COc1cccc(CNC(=O)CCCCCn2c(=S)[nH]c3ccc(N4CCOCC4)cc3c2=O)c1 do in these assays?
Mot1-301 SUMO: 325; AddAB inh: 0.3; phage Ecoli inh: 0.2; Ecoli viability: -1.6

How did CC(=O)Cc1cc2cc([N+](=O)[O-])ccc2oc1=O do in these assays?
Mot1-301 SUMO: -19; AddAB inh: 1.6; phage Ecoli inh: 2.5; Ecoli viability: 0.8

How did Cc1cccc2cc(/C=C/C(=O)c3ccco3)c(Cl)nc12 do in these assays?
Mot1-301 SUMO: -7; AddAB inh: 3.0; phage Ecoli inh: 1.9; Ecoli viability: -0.2

How did CC(=O)O/N=C/c1c(NCc2ccccc2)nc2c(C)cccn2c1=O do in these assays?
Mot1-301 SUMO: -24; AddAB inh: -2.1; phage Ecoli inh: 2.2; Ecoli viability: -1.1

What do the screens show for `Cc1nn2c3cc(N4CCOCC4)ccc3nc2c2ccccc12`?
Mot1-301 SUMO: -10; AddAB inh: -0.5; phage Ecoli inh: 3.2; Ecoli viability: 0.6

What do the screens show for `Nc1nonc1-n1nnc(C(=O)N/N=C/c2ccccc2Cl)c1CSc1ccccc1`?
Mot1-301 SUMO: -10; AddAB inh: -0.8; phage Ecoli inh: 1.2; Ecoli viability: -1.3

What do the screens show for `COc1ccccc1C1(CCNC(C)c2cccs2)CCOC(C(C)C)C1` (centres undefined)?
Mot1-301 SUMO: -1; AddAB inh: -3.8; phage Ecoli inh: -0.1; Ecoli viability: 1.0

How did Cc1ccc2c(C)nc(Nc3ncc4c(n3)CCCC4=O)nc2c1 do in these assays?
Mot1-301 SUMO: -8; AddAB inh: 4.8; phage Ecoli inh: 2.2; Ecoli viability: 0.7

Results for CCCC12CN3CC(C)(CN(C1)C3c1cccs1)C2=O (centres undefined) ?
Mot1-301 SUMO: -5; AddAB inh: 2.4; phage Ecoli inh: 2.0; Ecoli viability: -0.3

How did Cc1ccc2c(=O)n3c(nc2c1)C(Cc1ccccc1)NC(=O)c1cc(Cl)ccc1-3 (centres undefined) do in these assays?
Mot1-301 SUMO: 50; AddAB inh: 0.9; phage Ecoli inh: 6.2; Ecoli viability: -0.5

Results for Cc1ccc(C(=O)Nc2cccc(C(=O)O)c2)cc1 ?
Mot1-301 SUMO: -6; AddAB inh: 3.2; phage Ecoli inh: 3.8; Ecoli viability: 4.4

What do the screens show for `Cn1cc([N+](=O)[O-])c(C(=O)Nc2cc(Oc3cccnc3)cc([N+](=O)[O-])c2)n1`?
Mot1-301 SUMO: 23; AddAB inh: -1.1; phage Ecoli inh: 3.6; Ecoli viability: -1.7

How did NC(=O)C1CCN(c2nc(-c3ccccc3Br)cs2)CC1 do in these assays?
Mot1-301 SUMO: -1; AddAB inh: 5.4; phage Ecoli inh: 0.2; Ecoli viability: 1.0

What do the screens show for `Cc1cccc2c1NC1(CCCC1)CC2C` (centres undefined)?
Mot1-301 SUMO: 734; AddAB inh: 4.0; phage Ecoli inh: -0.6; Ecoli viability: 2.1

Results for C#CCOCCOCCOCCNc1nc(N2CCN(C(=O)[C@H](Cc3ccc(O)cc3)n3cc([C@@H](N)C(C)CC)nn3)CC2)nc(N2CCN(C(=O)[C@H](Cc3cc4ccccc4[nH]3)n3cc([C@@H](N)CC(C)C)nn3)CC2)n1 (some centres undefined) ?
Mot1-301 SUMO: -17; AddAB inh: -1.3; phage Ecoli inh: 7.6; Ecoli viability: 0.6

How did O=[N+]([O-])c1ccc(CSc2nc3ncc(Br)cc3[nH]2)cc1 do in these assays?
Mot1-301 SUMO: -11; AddAB inh: 0.2; phage Ecoli inh: -0.1; Ecoli viability: -2.3

Results for COc1ccc(C(=O)CN2C(=O)c3ccccc3C2=O)cc1 ?
Mot1-301 SUMO: 126; AddAB inh: -0.8; phage Ecoli inh: 0.2; Ecoli viability: -1.3

Two records picked at random from those above:
Results for O=C1N/C(=C\c2nc3ccccc3s2)c2ccccc21 ?
Mot1-301 SUMO: 354*; AddAB inh: 0.3; Ecoli viability: 1.7

What do the screens show for `CC1CCCC(NC(=O)c2cn(C)c3ccc(S(=O)(=O)N4CCCC4)cc3c2=O)C1C` (centres undefined)?
Mot1-301 SUMO: 30; AddAB inh: 0.5; phage Ecoli inh: 2.0; Ecoli viability: 1.2

This is a subset; the hit share may differ from the screen's.
